Assay outcomes as filed in PubChem.
KinaseGlo FLuc: Counterscreen for Luciferase (Kinase-Glo TM) Inhibition; Luciferin 4-monooxygenase (Photuris pensylvanica), Q27757; Kinase-Glo luciferase, ATP luminescence, 8 min; Potency, µM (doses to about 38.3 µM), for the others: at the top dose activity change, negative = inhibition, most hits filed as inhibitors; 0.28% of 200,000 active; further: potency means the concentration at half of the fitted maximal effect; on the % scale 0 is the no-effect control and ±100 the full control effect; nearly all actives have a fitted effect of over 60% in size
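Kinase-Glo luciferase light output from ATP and luciferin was measured with 10 uM ATP, within the enzyme's linear range. Buffer: 50 mM imidazole pH 7.2, 50 mM KCl, 7 mM MgCl2, 0.01% Tween 20, 0.05% BSA; luminescence read after 8 min at ambient temperature.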
IMPase Li inh: qHTS Assay for Identifying the Cell-Membrane Permeable IMPase Inhibitors: Potentiation with Lithium; CHO-M1 cells, IP1 TR-FRET (IP-One), carbachol + lithium; Potency, µM (top dose mostly 59.4 µM), without a hit: top-dose activity, negative = IMPase inhibition, actives largely listed as inhibitors; 0.35% of 210,000 active;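 further: IP1 builds up when IMPase is blocked and the TR-FRET signal falls; potency means the concentration at half of the fitted maximal effect; plate controls were basal vehicle for no effect and high inhibitor control for full effect; nearly all actives have a fitted effect of over 50% in size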
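CHO-M1, 2000 cells/well, 16–30 h culture; cpd + low Li+, 30 min 37C; lysis with d2-IP1/Eu-anti-IP1 Ab, 10 min RT; TR-FRET 665/620 ratio and 620 channel; AC50 via Hill.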
NPSR antagonist: qHTS Assay for Antagonists of the Neuropeptide S Receptor: cAMP Signal Transduction. Q6W5P4. CHO-NPSR cells, cAMP TR-FRET, antagonist mode. Potency, µM (titrated, usually from 38.3 µM), inactives show at the highest dose activity change, negative = inhibition, usual class: inhibitors. 1% of 220,000 active. AID 1461, 2008; further: potency means the concentration at half of the fitted maximal effect; on the % scale 0 is the no-effect control and ±100 the full control effect; nearly all actives have a fitted effect of over 50% in size; many of its hits are not listed in these tables
L3MBTL1 block: qHTS Assay for the Inhibitors of L3MBTL1 | Lethal(3)malignant brain tumor-like protein 1 (Homo sapiens), Q9Y468 | AlphaScreen L3MBTL1–H3K9me1 peptide binding | Potency, µM (series often up to 57.1 µM), without a hit: at the top dose activity, negative = inhibition, actives largely listed as inhibitors | 0.66% of 230,000 active; further: potency means the concentration at half of the fitted maximal effect; on the % scale 0 is the no-effect control and ±100 the full control effect; nearly all actives have a fitted effect of over 60% in size
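Displacement of a biotinylated histone H3(1-15) peptide monomethylated at Lys9 (75 nM) from L3MBTL1 (50 nM) was measured by AlphaScreen after a 30 min room-temperature compound incubation; cefsulodin titration served as intraplate control.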
CBFb RUNX1 block: qHTS Assay for Compounds Blocking the Interaction Between CBF-beta and RUNX1 for the Treatment of Acute Myeloid Leukemia; AID 1477, 2009; 230,000 tested, under 10 active; Potency, µM (top dose mostly 59.8 µM), for the others: at the highest dose activity, negative = inhibition, usual class: inhibitors; AlphaScreen CBFb-His/RUNX1-biotin binding, biochemical; further: % of control where 0% means no effect
Target sequence (Q01196 whole entry, looked up): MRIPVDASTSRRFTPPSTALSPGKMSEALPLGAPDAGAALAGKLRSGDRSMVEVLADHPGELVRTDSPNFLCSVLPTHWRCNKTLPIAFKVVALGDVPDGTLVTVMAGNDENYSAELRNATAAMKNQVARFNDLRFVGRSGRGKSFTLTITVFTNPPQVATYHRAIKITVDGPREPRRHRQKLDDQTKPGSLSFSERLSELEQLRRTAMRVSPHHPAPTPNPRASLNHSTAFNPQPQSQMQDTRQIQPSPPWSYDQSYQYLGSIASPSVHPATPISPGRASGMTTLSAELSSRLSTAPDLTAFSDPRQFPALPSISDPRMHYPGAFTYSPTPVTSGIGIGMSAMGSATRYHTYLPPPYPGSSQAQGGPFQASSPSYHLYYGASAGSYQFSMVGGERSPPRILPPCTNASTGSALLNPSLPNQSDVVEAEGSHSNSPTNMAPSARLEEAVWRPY
Target sequence (Q13951 whole entry, looked up): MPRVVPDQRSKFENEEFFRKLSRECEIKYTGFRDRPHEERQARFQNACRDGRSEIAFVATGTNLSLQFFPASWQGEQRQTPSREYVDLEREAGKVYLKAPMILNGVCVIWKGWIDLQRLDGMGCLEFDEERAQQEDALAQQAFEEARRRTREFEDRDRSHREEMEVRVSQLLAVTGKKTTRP
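Inhibition was taken as any reduction in AlphaScreen signal from the CBF-beta–RUNX1 pair (His and biotin tags, 30 nM each), measured after compound (15 min) and bead (90 min) incubations at room temperature.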
Epigenetic reg: Quantitative High-Throughput Screen for Regulators of Epigenetic Control | murine LDR cells, GFP reporter derepression, 30 h | Potency, µM (doses to about 53.9 µM), without a hit: at the highest dose GFP activation, most hits filed as activators | 0.2% of 280,000 active; further: potency means the concentration at half of the fitted maximal effect; % of control where 0% means no effect; nearly all actives have a fitted effect of over 60% in size
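GFP-positive cell count by laser-scanning cytometry (objects 20–120 um) after 30 h, 37 C compound exposure of murine LDR cells; reporter is CMV-GFP integrated at a silenced locus, inducible by HDAC or DNMT inhibitors.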
HTT aggregate: qHTS Multiplex Assay to Identify Dual Action Probes in a Cell Model of Huntington: Aggregate Formation (GFP); PC12 HttQ103-GFP aggregates, Acumen cytometry, 40 h; Potency, µM (top dose mostly 46.1 µM), inactives show at the top dose activity change, negative = inhibition, usual class: inhibitors; 1.1% of 220,000 active; AID 1688, 2009; further: potency means the concentration at half of the fitted maximal effect; on the % scale 0 is the no-effect control and ±100 the full control effect; nearly all actives have a fitted effect of over 60% in size
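Ecdysone-promoter PC12 model expressing HTT exon 1 Q103 fused to GFP, induced by tebufenozide at 100 nM final. Compounds titrated; aggregates sized 1–25 µm scored on a 488 nm laser cytometer.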
An asterisk follows results filed as active; ? = inconclusive; . = no result given; [ ] = another dose, or the depositor's remark. The call rests on the fitted dose curve; in most records, active means well fitted curve in the direction sought with a large enough effect; inconclusive means small, poorly fitted or top-dose-only effect, or another doubt; inactive means no such curve, though single readings can be large; an effect the other way counts as inactive or inconclusive. Only part of the results is shown; the hit share may differ from the screen's.

compound	CBFb RUNX1 block	Epigenetic reg	NPSR antagonist	L3MBTL1 block	IMPase Li inh	HTT aggregate	KinaseGlo FLuc
Cc1cc(O)cc(O)c1C(=O)Cc1cscn1	3.9%	0.7%	?	-5.0%	-6.0%[38.3 µM]	1.2%	-4.8%
CC(C)(C)NS(=O)(=O)c1cnc(Cl)c(Cl)c1	-2.4%	-1.1%	4.2%[46.1 µM]	2.9%	1.5%[38.3 µM]	-6.4%	-2.5%
Cc1cccnc1NC1(C(F)(F)F)N=C(c2ccccc2)NC1=O (configuration not stated)	-2.6%	-1.8%	-13.9%[46.1 µM]	-1.1%	1.9%[38.3 µM]	-4.8%	-1.5%
Nc1nonc1C(=O)OCC(=O)N1CCCCC1	2.0%	0.5%	5.6%[46.1 µM]	-0.5%	-4.8%[38.3 µM]	18.5%	2.1%
Cc1ccc(CNC(=O)C2CCN(S(=O)(=O)c3cccs3)CC2)o1	5.2%	3.0%	-12.7%[46.1 µM]	-20.0%	2.0%	?	-2.7%
CCCOC(=O)c1ccc(OCC(O)CN2CCN(C(=O)c3ccccc3)CC2)cc1 (configuration not stated)	-1.7%	0.0%	-19.0%[46.1 µM]	13.3%	12.3%[38.3 µM]	8.1%	0.1%
C=C[C@@]1(C)CC(=O)[C@@]2(O)[C@@]3(C)[C@@H](O)CCC(C)(C)[C@@H]3[C@H](OC(=O)CCN(C)C)[C@H](OC(C)=O)[C@@]2(C)O1	1.8%[21.7 µM]	2.2%	.	.	1.6%	.	-1.3%
CCN(CC)S(=O)(=O)c1ccc(N2CCOCC2)c(NS(=O)(=O)c2ccc(OC)cc2)c1	5.0%	-1.4%	4.9%	.	.	-2.7%[9.22 µM]	.
Nc1cc(C(F)(F)F)ccc1C(=O)O	2.8%	-1.0%	3.3%[46.1 µM]	19.4%	-4.3%	-3.7%	3.4%
CCOC(=O)/C(C#N)=C/c1cc(C)n(-c2ccc(Br)cc2)c1C	0.6%	0.0%	-10.8%[46.1 µM]	.	17.4%[38.3 µM]	-9.7%	0.7%
COCCCNc1nc(N)c([N+](=O)[O-])c(Nc2cc(OC)ccc2OC)n1	-3.0%	1.0%	0.4%	-2.9%	.	-15.0%[9.22 µM]	.
COc1ccccc1/C=C/C1(C(=O)NC2CCCC2)CC(=O)N1c1ccc(C)cc1 (configuration not stated)	-3.1%	0.0%	-16.8%[46.1 µM]	-5.6%	15.7%	?	-2.8%
CCn1c(SC(C)C(=O)O)nnc1-c1cccnc1 (configuration not stated)	0.3%	0.7%	-19.7%[46.1 µM]	.	5.6%[38.3 µM]	3.7%	-0.7%
CCOC(=O)N1CCN(c2ccc(C(=O)c3cccc(F)c3)cc2)CC1	9.2%	-0.2%	?	.	12.3%[38.3 µM]	?	13.8%
COc1ccc(C)cc1S(=O)(=O)Nc1cccc(C)c1	8.3%	-0.6%	-38.0%	-4.0%	2.0%	13.0%	1.6%
CC(Nc1ccc2c(c1)OCCO2)C(=O)N1CCc2ccccc21 (configuration not stated)	-1.0%	-1.4%	-4.3%	-27.8%	9.4%	3.0%	-1.0%
CCOCCCNC(=O)C(NC(=O)CC1NC(=O)NC1=O)c1ccc(Cl)cc1 (configuration not stated)	1.6%	-1.0%	0.3%[46.1 µM]	5.2%	.	3.7%	.
CC12CC3CC(C)(C1)CC(C(=O)NC(=S)N1CCOCC1)(C3)C2	6.7%	0.9%	-16.3%[46.1 µM]	-5.1%	-13.6%[38.3 µM]	6.0%	-4.4%
Cc1cc(Cl)ccc1NNC(N)=S	7.2%	1.6%	-0.5%	.	.	5.9%[9.22 µM]	.
COc1ccc(CCNC(=O)CSc2nnc(-c3ccccc3)c3ccccc23)cc1OC	-5.6%	-1.0%	8.7%	-3.7%	-1.7%	?	-3.1%
COc1ccc(NC(=O)CC2(Cc3ccccc3)CCOC(C)(C)C2)cc1 (configuration not stated)	-13.2%	0.0%	-5.3%	1.0%	8.1%	?	-2.4%
CCOC(=O)c1cc(NC(=O)N(CC)C2CCCCC2)c(C)nc1C	-3.5%	-2.5%	11.4%[46.1 µM]	-7.9%	-2.3%[38.3 µM]	-4.7%	-5.7%
CCOC(=O)c1[nH]c2ccc(Cl)cc2c1NC(=O)/C=C/c1ccc2c(c1)OCO2	-8.3%	?	-1.8%[46.1 µM]	4.8%	7.5%	13.7%	2.0%
CCCC(c1nnnn1CS(=O)(=O)c1ccc(C)cc1)N1CCN(c2ccccc2)CC1 (configuration not stated)	5.1%	0.0%	-23.0%[46.1 µM]	6.6%[11.4 µM]	21.0%[38.3 µM]	-1.9%	0.5%
Cc1cc(=O)oc(C)c1C(=O)OCC(=O)c1ccc(Cl)c(Cl)c1	2.7%	1.6%	-22.8%[46.1 µM]	.	48.8%[activator][38.3 µM]	-13.6%	-0.9%
COC(=O)C(C)Sc1nnc(Cc2cc(=O)[nH]c(=O)[nH]2)n1-c1ccc(Cl)cc1 (configuration not stated)	3.9%	0.0%	14.5%[46.1 µM]	8.4%	-2.9%[38.3 µM]	?	5.0%
COC(=O)c1cc(O)c(O)c(O)c1	3.5%[2.36 µM]	1.0%	9.6%	?	12.0%	-3.5%	-0.2%
CCOC(=O)C1CCN(S(=O)(=O)c2cccc3nonc23)CC1	3.2%	0.0%	-14.0%[46.1 µM]	.	25.2%[38.3 µM]	3.2%	0.2%

A stretch taken from the entries so far, as a working copy:
compound	CBFb RUNX1 block	Epigenetic reg	NPSR antagonist	L3MBTL1 block	IMPase Li inh	HTT aggregate	KinaseGlo FLuc
CCOCCCNC(=O)C(NC(=O)CC1NC(=O)NC1=O)c1ccc(Cl)cc1 (configuration not stated)	1.6%	-1.0%	0.3%[46.1 µM]	5.2%	.	3.7%	.
CC12CC3CC(C)(C1)CC(C(=O)NC(=S)N1CCOCC1)(C3)C2	6.7%	0.9%	-16.3%[46.1 µM]	-5.1%	-13.6%[38.3 µM]	6.0%	-4.4%
Cc1cc(Cl)ccc1NNC(N)=S	7.2%	1.6%	-0.5%	.	.	5.9%[9.22 µM]	.
COc1ccc(CCNC(=O)CSc2nnc(-c3ccccc3)c3ccccc23)cc1OC	-5.6%	-1.0%	8.7%	-3.7%	-1.7%	?	-3.1%
COc1ccc(NC(=O)CC2(Cc3ccccc3)CCOC(C)(C)C2)cc1 (configuration not stated)	-13.2%	0.0%	-5.3%	1.0%	8.1%	?	-2.4%
CCOC(=O)c1cc(NC(=O)N(CC)C2CCCCC2)c(C)nc1C	-3.5%	-2.5%	11.4%[46.1 µM]	-7.9%	-2.3%[38.3 µM]	-4.7%	-5.7%
CCOC(=O)c1[nH]c2ccc(Cl)cc2c1NC(=O)/C=C/c1ccc2c(c1)OCO2	-8.3%	?	-1.8%[46.1 µM]	4.8%	7.5%	13.7%	2.0%
CCCC(c1nnnn1CS(=O)(=O)c1ccc(C)cc1)N1CCN(c2ccccc2)CC1 (configuration not stated)	5.1%	0.0%	-23.0%[46.1 µM]	6.6%[11.4 µM]	21.0%[38.3 µM]	-1.9%	0.5%
Cc1cc(=O)oc(C)c1C(=O)OCC(=O)c1ccc(Cl)c(Cl)c1	2.7%	1.6%	-22.8%[46.1 µM]	.	48.8%[activator][38.3 µM]	-13.6%	-0.9%
